Screens: PubChem, Broad Institute
SIRT5 inh: inhibitors of human sirtuin-5 desuccinylase; Q9NXA8; Purified SirT5, succinyl-peptide AMC, trypsin-coupled fluorescence; inhibition, % at 15 µM; actives 1.1% (n = 330,000); in the data active = inhibition above about 15%; inconclusive = no clear call, values can overlap the other calls
Target sequence (Q9NXA8 whole entry, looked up): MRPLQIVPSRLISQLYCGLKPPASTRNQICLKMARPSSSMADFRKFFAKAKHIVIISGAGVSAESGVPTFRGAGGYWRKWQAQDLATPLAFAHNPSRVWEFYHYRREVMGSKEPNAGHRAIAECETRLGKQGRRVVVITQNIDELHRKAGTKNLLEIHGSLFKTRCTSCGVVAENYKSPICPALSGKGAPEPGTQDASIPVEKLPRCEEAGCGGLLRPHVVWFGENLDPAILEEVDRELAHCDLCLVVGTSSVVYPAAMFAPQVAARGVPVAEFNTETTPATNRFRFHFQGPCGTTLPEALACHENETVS
LGR2 antag: inhibitors of bursicon-induced Drosophila LGR2 receptor cAMP signaling; HEK293 LGR2, CRE-luciferase, bursicon-stimulated, 4 h; inhibition, % at 9.99 µM; actives 0.35% (n = 380,000);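 active = drop in luminescence signal, shown as inhibition above about 50% in the replicate tests, limit read from the data, passing the limit was not always enough; inconclusive = probably only some replicates passing the limit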;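 also: agonist challenge used bursicon conditioned medium at about half maximal strength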
CASP6 VEID inh: caspase-6 (human) enzyme inhibition; actives 0.53% (n = 350,000); purified caspase-6, Z-VEID-R110 cleavage fluorescence; inhibition, % at 12.5 µM; P55212;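 active = mean inhibition across replicates at least about 35%, with every replicate also reaching that limit, limit read from the data; inconclusive = only one of the two criteria met; inactive = neither criterion met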;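 also: 0% = median of neutral control wells and 100% = no fluorescence left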
Target sequence (P55212 24-179 limits assumed): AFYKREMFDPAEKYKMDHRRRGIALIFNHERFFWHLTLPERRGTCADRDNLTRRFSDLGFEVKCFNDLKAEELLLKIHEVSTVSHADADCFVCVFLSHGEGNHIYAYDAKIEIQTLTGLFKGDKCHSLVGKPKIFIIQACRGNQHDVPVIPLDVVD
Target sequence (P55212 194-293 limits assumed): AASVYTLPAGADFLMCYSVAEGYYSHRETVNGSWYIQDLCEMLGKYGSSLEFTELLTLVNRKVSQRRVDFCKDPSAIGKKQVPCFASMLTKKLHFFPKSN
DENV2 CPE rescue: inhibitors of DENV2 cytopathic effect; AID 651640; CPE inhibition, % at 9.99 µM; actives 1.7% (n = 350,000); DENV2-infected cells, cytopathic effect rescue, plate reader; in the data active = CPE inhibition above about 20%, passing the limit was not always enough; inconclusive = no clear call, values can overlap the other calls; tested in BHK-21 cells;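 also: 0% = median of neutral control wells and 100% = median of positive control wells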
PAX8 reporter: PAX8 transcriptional activity inhibition. RMG-I TPO-luciferase reporter, SteadyGlo, 24 h. inhibition, % at 12.6 µM. actives 1.2% (n = 360,000);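 active = mean replicate inhibition at least 60% with every replicate also reaching 60%; inconclusive = only one of the two criteria is met; inactive = mean below 60% and not all replicates reaching 60%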;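 also: luciferase light reporting Pax8 driven TPO promoter activity; plate controls were median of neutral control wells for no effect and mitoxantrone controls for full effect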
ARNT-TACC3 inh: disruptors of human ARNT/TACC3 interaction. inhibition, % at 9.99 µM. AID 623870. actives 0.66% (n = 390,000). AlphaScreen His-ARNT PAS-B/GST-TACC3 binding, luminescence; TACC3 fragment carries E629A point mutation;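 active = mean inhibition of replicates at least 50% and at least half of replicates each reaching 50%; inconclusive = half or more replicates reach 50% but mean below 50%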;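 also: 0% = complete ARNT plus TACC3 wells and 100% = ARNT alone without TACC3; many hits fall short of the cut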
EWS-Fli block: blocks EWS/Fli oncoprotein-driven transcription | A673 NR0B1-luciferase reporter, viability-normalised | actives 0.67% (n = 350,000) | inhibition, % at 12.6 µM | AID 651661;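 active = mean inhibition of at least 50% after viability correction, with every replicate also passing that limit; inconclusive = mean reaches 50% but only one of two replicates passes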;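 also: firefly luciferase signal divided by Alamar Blue viability fluorescence both relative to DMSO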
* = called active by the depositor; ? = inconclusive; nt = no result given; & = joins results of further samples. This is a random part of the collection (roughly 4.9% active in at least one column).

Molecule	SIRT5 inh	LGR2 antag	CASP6 VEID inh	DENV2 CPE rescue	PAX8 reporter	ARNT-TACC3 inh	EWS-Fli block
COc1ccc(CNC(=O)CC2Sc3ccccc3NC2=O)cc1 (stereo not given)	-1	-5	-1	4	21	1	6
CCCCC1CC2=C(C(=O)OC(C)(C)O2)C(c2ccc(F)cc2)O1 (stereo not given)	-2	-8	3	7	9	nt	4
COc1ccc(CN=C(Nc2ccccc2)SC2CC(=O)NC2=O)cc1 (stereo not given)	1	-6	2	0	5	20	2
CCCc1c(Cc2cccc(F)c2)ncn1Cc1cccc(-c2ccccc2)c1	-1	-5	2	8	32	nt	8
CCCC#Cc1ccc2c(c1)O[C@H](CN(C)C(=O)c1cnccn1)[C@@H](C)CN([C@H](C)CO)S2(=O)=O	-1	31	-6	?	nt	-2	-10
C/C(=N\NC(=O)C1CC1(C)c1ccccc1)c1ccco1 (stereo not given)	nt	-9	nt	nt	0	-5	nt
O=C(c1ccc(F)cc1)N1CCC(C(=O)N2CCN(S(=O)(=O)c3cccc(Cl)c3)CC2)CC1	1	-9	2	-1	17	-1	10
C[C@@H]1CCCCO[C@H](CN(C)S(=O)(=O)c2cccs2)[C@H](C)CN([C@H](C)CO)C(=O)c2cc(NC(=O)NC3CCCCC3)ccc2O1	nt	36	nt	-2	27	14	17
Cc1c(NC(=O)CN2c3cccc4cccc(c34)S2(=O)=O)c(=O)n(-c2ccccc2)n1C	nt	-14	nt	nt	2	-4	-9
C=CCNc1cc(C)oc(=O)c1C(=O)CC	-8	-1	4	1	1	-3	-10
CS(=O)(=O)NC1c2cccc3cccc(c23)C1N1CCOCC1 (stereo not given)	1	7	3	8	nt	nt	5
Cc1ccc(SC(C)C(=O)NCc2ccncc2)cc1 (stereo not given)	0	-18	-1	3	8	-5	-2

Two entries picked at random from those above, as already listed:
Molecule	SIRT5 inh	LGR2 antag	CASP6 VEID inh	DENV2 CPE rescue	PAX8 reporter	ARNT-TACC3 inh	EWS-Fli block
C[C@@H]1CCCCO[C@H](CN(C)S(=O)(=O)c2cccs2)[C@H](C)CN([C@H](C)CO)C(=O)c2cc(NC(=O)NC3CCCCC3)ccc2O1	nt	36	nt	-2	27	14	17
COc1ccc(CN=C(Nc2ccccc2)SC2CC(=O)NC2=O)cc1 (stereo not given)	1	-6	2	0	5	20	2

The listing continues.
Molecule	SIRT5 inh	LGR2 antag	CASP6 VEID inh	DENV2 CPE rescue	PAX8 reporter	ARNT-TACC3 inh	EWS-Fli block
CC1CCN(C(=O)c2nc[nH]c2C(=O)N2CCC(C)CC2)CC1	nt	3	-4	-5	4	-6	7
CN(C(=O)c1ccccc1)C(=O)c1ccccc1	nt	0	3	-2	5	nt	10
O=CN/C=C/c1cccc(O)c1	-1	32	2	-4	nt	-5	-1
CN1CCc2nc(NC(=O)COc3ccc(C#N)cc3)sc2C1	-2	-2	-8	2	-13	-8	6
O=C(Nc1cc(F)ccc1F)N1C[C@@H]2[C@H](c3ccccc31)[C@@H](CO)N2CC1CCCC1	-2	2	4	1	-1	-9	1
C[C@@H]1CN([C@H](C)CO)C(=O)c2cc(NC(=O)C3CCCCC3)ccc2O[C@@H](C)CCCCO[C@H]1CN(C)Cc1ccncc1	2	-17	0	-4	8	5	2
CC(OC(=O)c1ccc(Cl)c(S(=O)(=O)Nc2ccc(F)cc2)c1)C(=O)NC(N)=O (stereo not given)	-4	-8	0	0	14	0	-4
C[C@H](CO)N1C[C@H](C)[C@@H](CN(C)C(=O)Nc2ccc3c(c2)OCO3)Oc2c(NC(=O)Nc3ccc4c(c3)OCO4)cccc2C1=O	nt	2	3	10	15	6	-13
Cc1[nH]c2ccc(-c3n[nH]c(=S)n3Cc3ccccc3)cc2c1C	-4	-7	8	2	2	2	16
CCC(=O)N1CC[C@@H]2[C@H](CO)Nc3ccc(-c4cccc(C#N)c4)cc3[C@@H]21	nt	-22	nt	137*	7	8	-4
CCC(=O)NCCCc1nc2ccccc2n1Cc1ccccc1F	nt	1	-2	0	0	-3	0
C[C@H](NC(=O)[C@@H]1[C@@H](CO)[C@@H]2Cn3c(ccc(C4=CCCCC4)c3=O)[C@@H]2N1C)c1ccccc1	-7	8	nt	-7	15	nt	-1
COc1ccc(COc2cccc(C=O)c2)cc1	nt	0	-4	nt	-45	-19	-35
Cc1ccc(NC(=O)COC(=O)c2ccc3c(c2)C(=O)N(CCc2ccccc2)C3=O)c(C)c1	nt	17	nt	nt	-6	-13	nt
Cc1ccc(C)c(C(=O)COC(=O)c2cc([N+](=O)[O-])ccc2N2CCOCC2)c1	-2	-24	5	-7	1	4	-2
CCOC(=O)/C=C/C(=O)OCC(=O)Nc1cccc(Br)c1	0	-5	3	2	-6	29	1
COc1ccc(Cl)cc1NC(=O)CNc1ccccc1CN(C)C1CCCCC1	-4	38	4	-4	40	5	21
O=C(OCC(=O)N1CCN(c2cccc(Cl)c2)CC1)c1ccco1	-3	-19	0	4	-11	nt	4
CCC(C(=O)NCCN1CCOCC1)n1c2ccccc2c2nc(=O)cc(C)n21 (stereo not given)	-1	11	1	-5	6	-5	nt
COc1cccc(-c2ccc(SCC(=O)NCCc3ccccc3)nn2)c1	-4	-27	0	7	23	-2	0
CSc1cccc(NC(=S)NN(C)C)c1	-6	-5	-3	6	-6	-4	-12
Cc1[nH]c2ccccc2c1C(=O)COC(=O)c1ccccc1O	-4	-41	0	2	nt	-8	-1
COc1ccc(-c2cn[nH]c2-c2ccc(OCc3ccccc3)cc2O)cc1OC	2	6	0	-2	28	17	6
O=C(Cn1cc(Cl)c([N+](=O)[O-])n1)NCCC1=CCCCC1	-1	-3	-1	1	-31	-1	-12
Cc1cc2nc(/N=C(\N)NC(=O)N3c4ccccc4Sc4ccccc43)nc(C)c2cc1C	-7	-21&4	-3	2	2	0&-4	-2
COCC(=O)N1CCN(C(=O)C(=O)c2cccc(C(F)(F)F)c2)CC1	nt	-9	3	1	-23	nt	-4
COc1ccc(S(=O)(=O)N2CCc3ccccc3C2)cc1C(=O)O	0	1	-1	-3	12	-5	0
CN(C)C(=O)c1cc2c(c(-c3cccc(-c4ccccc4F)c3)n1)[C@@H](CCO)N(S(C)(=O)=O)C2	1	-3	6	5	2	nt	-9
Cc1cccc(S(=O)(=O)N2CCCCN3[C@H](C2)[C@H](c2ccc(C#CC4CC4)cc2)[C@@H]3CO)c1	6	26	-1	-3	36	16	16
C[C@H](CO)N1C[C@H](C)[C@@H](CN(C)Cc2ccc3c(c2)OCO3)Oc2ccc(NS(=O)(=O)c3cn(C)cn3)cc2C1=O	-18	1	2	8	nt	0	5
COCCn1c(SCC(=O)Nc2cccc(F)c2)nc2c([nH]c3ccccc32)c1=O	-8	1	-2	14	nt	-5	9
COc1ccc2c3c(n(C)c2c1)[C@@H](CO)NCC31CCN(C(=O)Nc2ccccc2F)CC1	nt	3	nt	-2	nt	nt	3
O=C(O)/C=C/c1ccccc1[N+](=O)[O-]	-1	3	1	-5	23	-3	15
CCCNC(=O)C1(C)CCCN(Cc2csc(-c3ccccc3)n2)C1 (stereo not given)	nt	18	2	4	24	nt	-1
O=C(Nc1ccc2cccnc2c1)c1ccc(Br)cc1	-1	nt	-2	-4	-10	3	-49
COCC(=O)Nc1ccc2c(c1)C(=O)N(C)C[C@H](OC)[C@@H](C)CN(C(=O)c1ccccc1)[C@H](C)CO2	1	4	nt	-5	-18	0	1
CC(C)NC(=O)N(C)C[C@@H]1Oc2c(NC(=O)Nc3ccc(C(F)(F)F)cc3)cccc2C(=O)N([C@@H](C)CO)C[C@H]1C	8	13	1	-8	1	-1	17
COc1ccccc1-n1cc(CN2CCN(C3CCCCC3)C(CCO)C2)cn1 (stereo not given)	-8	7	-6	-9	4	-6	7
Cc1ccc(S(=O)(=O)N(C)C[C@@H]2Oc3c(NC(=O)Nc4c(C)noc4C)cccc3C(=O)N([C@H](C)CO)C[C@H]2C)cc1	-5	-1	nt	3	-5	-10	-6
CCn1c(=O)c(=O)n(CC)c2cc(S(=O)(=O)N3CCc4ccccc43)ccc21	nt	-26	1	10	28	-8	5
COc1ccc(/C=C(\NC(=O)c2ccc(Cl)cc2)C(=O)NCc2cccnc2)cc1OC	2	15	2	-21	-2	nt	3
CCC1Sc2ccc(S(=O)(=O)CCC(=O)N3CCc4ccccc43)cc2NC1=O (stereo not given)	-2	-5	4	0	14	41	7
CCCN1CNC(=S)N(c2ccccc2OCC)C1	nt	6	nt	nt	-17	-5	nt
C[C@@H]1CN([C@@H](C)CO)C(=O)c2cccc(NC(=O)C3CC3)c2O[C@H]1CN(C)Cc1ccc(-c2ccccc2)cc1	-2	4	-2	-9	nt	14	1
C/C(=N\NC(=O)c1ccncc1)c1ccc(N2CCOCC2)cc1	0	2	3	7	-13	-1	1
CCOC(=O)/C(=N\Nc1ccccc1Cl)N(C)C1CCS(=O)(=O)C1 (stereo not given)	0	29	-2	10	2	-3	4
CCC(CC)NC(=O)COC(=O)c1ccc2c(c1)C(=O)N(Cc1ccco1)C2=O	-3	9	4	13	12	4	-2
CN(C[C@H]1[C@H](c2ccccc2)[C@H](CO)N1Cc1ccccn1)S(C)(=O)=O	1	22	6	2	0	12	-14
COC(=O)c1cnc(Oc2ccc(NC(=O)NC(=O)c3c(F)cccc3F)cc2)cc1C(F)(F)F	-11	-9	-2	-1	22	2	-2
CCOC(=O)C1CCCN(C(=O)c2cc(-c3ccncc3)nc3ccccc23)C1 (stereo not given)	0	10	-3	1	3	0	9
CCCN(C)C[C@H]1OCCCC[C@@H](C)Oc2ccc(NS(=O)(=O)c3cn(C)cn3)cc2C(=O)N([C@@H](C)CO)C[C@@H]1C	0	1	1	15	2	-1	-12
O=C(Nc1cccc(S(=O)(=O)N2CCCCC2)c1)C1CC1	-1	8	2	-10	3	nt	-2
COc1cc(NC(=O)CCCNC(=O)Cn2cnc3sc(C)c(C)c3c2=O)cc(OC)c1OC	-7	6	-1	-3	6	-4	0
CC(=O)NCCNC(=O)C1(C)Cc2c(-c3cccc(C(F)(F)F)c3)ccnc2O1 (stereo not given)	-4	5	1	-4	nt	nt	-3
Cc1nc([N+](=O)[O-])cn1Cc1cccc([N+](=O)[O-])c1	-6	-21	-1	1	3	-6	3
CCc1cc(=O)oc2c3c(cc(OCC(=O)NCc4ccccn4)c12)OC(C)(C)CC3	-17	nt	-3	3	nt	-15	4
C[C@H](CO)N1C[C@H](C)[C@H](CN(C)S(=O)(=O)c2ccc(F)cc2)Oc2ccc(NC(=O)CCCCCC(=O)Nc3ccccc3N)cc2CC1=O	-6	3	0	4	23	nt	31
CCCc1nnc2n1N=C(c1ccc(C)cc1)CS2	0	-17	-3	-5	15	26	7
CO[C@@H]1CN(C)C(=O)c2cc(NC(=O)C3CC3)ccc2OC[C@@H](C)N(C(=O)c2ccncc2)C[C@H]1C	-1	17	-1	-3	4	-12	2
COC(=O)c1c(C)noc1-c1snnc1C	-2	20	-1	-4	-10	nt	6

Continued:
Molecule	SIRT5 inh	LGR2 antag	CASP6 VEID inh	DENV2 CPE rescue	PAX8 reporter	ARNT-TACC3 inh	EWS-Fli block
COc1ccc(C(=O)NC(=S)Nc2ccc(N3CCOCC3)cc2)cc1Cl	-2	16	-3	13	17	14	nt
CC(C)(C)SCCNC(=O)CN1C(=O)c2ccccc2S1(=O)=O	nt	-21	1	?	-21	-4	-4
CCN(CC)S(=O)(=O)c1ccc(NC(=S)Nc2ccccc2)cc1	0	-7	-3	3	-6	-1	-8
Cn1c2ccccc2n2c(=O)cc(-c3ccccc3)c(C#N)c12	-6	nt	-4	-4	-11	-2	-46
C[C@@H](C(=O)Nc1ccc2ccccc2c1)[C@@H]1C[C@@]1(C)[C@@H](N)c1ccccc1	-4	17	-3	?	9	nt	3
CCOC(=O)CCc1c(C)c2ccc(OC3CCCCC3=O)c(C)c2oc1=O (stereo not given)	-2	-18	-1	-1	-114	-7	-63
CC(C)c1ccc(N2C(=O)CC(NNC(=O)c3ccccc3Cl)C2=O)cc1 (stereo not given)	-1	nt	-2	-5	-5	-5	1
C/C(Cn1cnc([N+](=O)[O-])n1)=N\NC(=O)c1ccc(Br)cc1	-2	-19	1	-6	-4	4	1
